# High-throughput results deposited in PubChem BioAssay by Icahn School of Medicine at Mount Sinai.
# ROC1-CUL1 inh: inhibitors of human ROC1-CUL1 ubiquitin ligase activity; P62877+Q13616; in vitro K48 di-Ub FRET, acceptor:donor ratio, 45 min; inhibition, % at 10 µM; 140,000 compounds, 0.6% hits; AID 1347404; in the data active = inhibition above about 25%
# Target sequence (P62877 whole entry, looked up): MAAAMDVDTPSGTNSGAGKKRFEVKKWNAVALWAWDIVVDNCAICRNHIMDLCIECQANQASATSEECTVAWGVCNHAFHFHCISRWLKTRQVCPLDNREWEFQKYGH
# Target sequence (Q13616 whole entry, looked up): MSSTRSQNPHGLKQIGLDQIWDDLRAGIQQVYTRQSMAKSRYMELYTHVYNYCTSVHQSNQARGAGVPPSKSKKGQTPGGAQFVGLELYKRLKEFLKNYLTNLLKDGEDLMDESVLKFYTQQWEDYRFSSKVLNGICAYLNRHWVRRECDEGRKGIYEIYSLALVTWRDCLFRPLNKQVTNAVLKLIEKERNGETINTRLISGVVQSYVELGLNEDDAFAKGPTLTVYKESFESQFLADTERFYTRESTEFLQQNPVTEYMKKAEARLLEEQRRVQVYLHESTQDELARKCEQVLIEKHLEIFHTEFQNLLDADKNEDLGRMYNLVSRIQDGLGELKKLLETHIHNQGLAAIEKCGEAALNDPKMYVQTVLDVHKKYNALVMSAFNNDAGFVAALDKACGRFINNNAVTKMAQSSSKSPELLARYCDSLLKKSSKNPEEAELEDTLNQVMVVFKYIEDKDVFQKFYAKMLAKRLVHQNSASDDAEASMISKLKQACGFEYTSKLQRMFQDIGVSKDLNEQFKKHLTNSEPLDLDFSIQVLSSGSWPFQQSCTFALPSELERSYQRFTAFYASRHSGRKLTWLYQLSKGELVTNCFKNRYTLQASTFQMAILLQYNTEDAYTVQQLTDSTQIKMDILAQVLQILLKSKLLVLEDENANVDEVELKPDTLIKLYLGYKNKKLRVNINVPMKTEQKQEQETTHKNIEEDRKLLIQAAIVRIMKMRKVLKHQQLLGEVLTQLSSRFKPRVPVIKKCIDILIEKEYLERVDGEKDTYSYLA
# Starred values were filed as active, the others as inactive. This is a subset. The share of hits here may be higher or lower than overall.
Compound	ROC1-CUL1 inh
CCC1(O)C(C)C(c2ccc(F)cc2)NC(c2ccc(F)cc2)C1C (stereo not given)	-1.2
CCN(CC1CCCN(CCc2cccc(F)c2)C1)C(=O)CSC (stereo not given)	-0.7
Nc1ccccc1-c1n[nH]c(=S)[nH]c1=O	-1.9
Cc1ccccc1Cn1c(C)c(CNCc2ccccc2)c(C(=O)O)c1C	7.6
CCc1ccc(NC(=O)CC2C(=O)N(c3cccc(OC)c3)C(=O)N2C2CCCC2)cc1 (stereo not given)	-5.5
CCCCc1nn2c(=O)c(NC(=O)c3ccc(C)cc3)cnc2s1	-7.9
COC(=O)C12C3C4C1C1C2C3C1(Br)C41OCCO1 (stereo not given)	-4.6
Cc1ccc(NS(=O)(=O)c2ccc3[nH]c(=O)[nH]c3c2)cc1Cl	-5.7
N#C/C(=C\c1cccs1)c1nn(CCO)c(N)c1C#N	-6.0
COc1cc(C2N(c3ccc(C)cc3)CCN2c2ccc(C)cc2)cc(OC)c1OC	3.7
COc1ccc(C(C)C)cc1S(=O)(=O)N1CCOCC1	2.5
COCCNC(=O)c1c(NC(=O)c2ccccc2Cl)sc2c1CCCC2	-7.1
Cc1ccccc1Oc1cc(-n2nc(C)c(C#N)c2N)ncn1	-0.1
Cc1ccc(C(C)NC(=O)Cc2ccccc2C)cc1C (stereo not given)	-1.9
CN(C)CCOc1cccc(CN(Cc2ccccn2)C(=O)c2ccccc2C(F)(F)F)c1	-7.5
N#Cc1nn(-c2ccc3ccccc3c2)c(C#N)c1N	-5.7
CC(C)NC(=S)NC(=O)c1ccccc1	3.7
O=C1C=C(Cl)C(=Nc2ccc(O)cc2)C(Cl)=C1	-2.6
O=C(c1cscn1)N1CCC(n2cc(Cc3ccccc3)nn2)CC1	-1.3
CCOc1cccc(/C=C2\SC(=Nc3ccccc3C)N(c3ccccc3C)C2=O)c1O	6.2
N#CC1C(=N)N(c2ccc(Br)cn2)C2=C(C(=O)CCC2)C1c1ccc(Br)cc1 (stereo not given)	4.5
COc1ccc(C2NC(=S)N=C(C)C2C(N)=O)cc1 (stereo not given)	4.4
COc1cc(Cl)c(S(=O)(=O)NC2CCCC2)cc1Cl	0.4
Cc1ccc(S(=O)(=O)c2nnn3c2nc(NCc2ccc(F)cc2)c2sccc23)cc1C	4.8
CCC(N1C(=O)NC(NC(=O)c2ccc(OC)cc2)(C(F)(F)F)C1=O)C12CC3CC(CC(C3)C1)C2 (stereo not given)	-9.7
CN(C)CC(=O)NC1c2ccccc2CSc2ccccc21 (stereo not given)	6.3
O=C(Nc1ccccc1)c1ccc(C2OCCCO2)cc1	13.2
Cc1nc(-c2ccccc2)sc1CCNC(=O)C(=O)Nc1ccc2c(c1)OCCO2	10.1
Cc1ccc(Cl)cc1NC(=O)c1sc2ncccc2c1N	5.8
CC1(c2ccccc2)CC(C)(C)N(C(=O)CSc2ncn[nH]2)c2ccccc21 (stereo not given)	6.7
CSc1nnc(/C=C/c2cccs2)c(=O)n1N	8.6
O=C(c1ccccc1Br)N(Cc1ccco1)Cc1ccco1	5.7
OC(Nc1nc(-c2ccccc2)c(-c2ccccc2)s1)C(Cl)(Cl)Cl (stereo not given)	-4.3
CC(C)(C)c1cc2c(c(C(C)(C)C)c1)OC(c1cc(Cl)ccc1O)N2 (stereo not given)	-1.6
CC(C)C(=O)N1CCN(c2ccccc2NC(=O)c2sc3ccccc3c2Cl)CC1	-5.4
ICCCCCCCCCCCCCCCCc1ccncc1	-6.0
O=C(Cn1cccn1)N1CCC(n2c(-c3ccc4c(c3)OCO4)nc3cc(C(F)(F)F)ccc32)CC1	5.6
O=C(c1ccc(S(=O)(=O)N2CCCCCC2)cc1)N1CCN(c2ccccc2F)CC1	0.2
S=C(NN1CCOCC1)c1cn(N2CCOCC2)nn1	-1.0
COc1cc(C2c3c(n[nH]c3-c3cccs3)OC(=N)C2C#N)ccc1OCc1ccc(F)cc1 (stereo not given)	8.5
Cc1cc2n(n1)CCCN2C(=O)Nc1cccc(C)c1C	-0.4
COc1ccc2c(c1)SC(=O)C2=O	9.9
C=C(C)CN1C(=O)/C(=C/c2ccc(OC)cc2OC)C(=O)N(C)C1=S	1.2
COc1ccc(-c2c(C#N)c(SCC(=O)Nc3ccc(C)c(C)c3)nc(C)c2C(=O)Nc2ccccc2)cc1OC	7.7
O=C(Nc1cccnc1)c1ccc(-c2cccc(-c3ccn[nH]3)c2)o1	14.1
COc1ccc(Br)cc1/C=C/C(=O)c1ccc(OS(C)(=O)=O)cc1	-0.3
Cc1cc(C)c(Cn2c(=O)n(CCC(=O)NCCc3ccccc3)c(=O)c3ccccc32)c(C)c1	-0.1
Cc1ccc(S(=O)(=O)N2CCOC(Cc3ccc(F)cc3)C2)s1 (stereo not given)	7.3
CCN(CC)c1ccc(C2NC(=O)NC(O)(C(F)(F)F)C2C(=O)c2ccccc2)cc1 (stereo not given)	2.2
CC1CCc2c(C(=O)N3CCN(c4ccccc4)CC3)csc2C1 (stereo not given)	8.9
CCOC(=O)C1CCCN(C(=O)c2cc3c(=O)n(C)c4ccccc4c3s2)C1 (stereo not given)	2.9
CCCc1cc(C(=O)N2CCCC(N3CCN(Cc4ccc5c(c4)OCO5)CC3)C2)no1 (stereo not given)	10.9
CCOC(=O)Nc1nc2ccccc2s1	-7.5
COc1ccc(OC)c(C(=O)c2ccccn2)c1	-4.7
COCCC(=O)NC(C)c1cnc(-c2ccncc2)nc1C (stereo not given)	0.0
Cc1cc(-c2[nH]nc3c2C(C(C)c2ccccc2)C(C#N)C(=N)O3)c(C)s1 (stereo not given)	14.2
COc1ccccc1NC(=O)CSc1oc(-c2cccs2)nc1S(=O)(=O)c1ccccc1	-1.6
Clc1ccc(-c2ccc(C=Nc3ccc4oc(-c5ccccc5Br)nc4c3)o2)c(Cl)c1	-6.8
Cc1ccc2c(CC(=O)N3CCN(c4cccc(Cl)c4)CC3)coc2c1C	0.8
CCSc1nnc2c(n1)OC(c1ccccn1)N(C(=O)CC)c1ccccc1-2 (stereo not given)	-11.2

# Further structures
Compound	ROC1-CUL1 inh
COc1ccc2c(c1)c1c(c(=O)n(CCc3ccccc3)c(=O)n1Cc1ccccc1)n2C	-7.1
CC(=O)Nc1ccc(-c2nnc(SCC(=O)N3CCOCC3)n2C)cc1	4.0
COc1ccc(Cc2nc3ccc(C(=O)NCc4ccccc4Cl)cc3o2)cc1	1.0
COc1cc2c(cc1OC)N=C(c1cc(OC)c(OC)cc1NC(C)=O)CC2	-4.1
COc1ccc(C2C(C(=O)c3ccc(Cl)cc3)C(=O)C(=O)N2c2ccc(C)c(Cl)c2)cc1OC (stereo not given)	8.2
O=c1[nH]c(=O)n(CC2CCCO2)c2nccc(-c3ccc(-c4ccccc4)cc3)c12 (stereo not given)	2.1
Nc1ccc(Cn2cc(Br)cn2)cc1	-3.6
CNC(=O)c1ccc(C2CCCN2C(=O)CSc2nnc(C)s2)s1 (stereo not given)	3.3
CCOC(=O)c1noc2ncn(CC(=O)Nc3ccc(F)cc3Cl)c(=O)c12	-2.4
CC(C)c1nn2c(=O)cc(COC(=O)c3cccc(NC(=O)COc4ccc(F)cc4)c3)nc2s1	-10.4
Cn1cc(-c2ccnc(NCCCc3nc4ccc(Cl)cc4[nH]3)n2)cn1	-1.6
Cc1ccc(S(=O)(=O)NCC2CCCO2)cc1 (stereo not given)	-1.9
C(=N\Nc1nc2c(s1)CCCC2)/c1ccccc1	5.4
CS(=O)(=O)N(CC(=O)NCCSCc1ccc(Cl)cc1Cl)c1ccccc1Br	0.9
COCCNC(=O)c1c(C)oc2nc(C)nc(N3CCOCC3)c12	9.6
COc1ccc(CCNC(=O)c2cnn(-c3cccc(C)c3)c2C2CCN(C(=O)OC(C)(C)C)CC2)cc1OC	-17.1
Cc1ccsc1CNC(C)c1cnc(-c2ccncc2)nc1C (stereo not given)	-3.7
Cc1ccc2cccc(OS(=O)(=O)c3ccc(Cl)c([N+](=O)[O-])c3)c2n1	-4.1
O=C(c1ccccc1F)N1CCC(C(=O)N2CCCCCC2)CC1	8.7
O=C(c1cccn1-c1nnc(N2CCCC2)s1)N1CCN(c2ccc(Cl)cc2)CC1	6.0
CCOC(=O)N1CCN(C(=O)c2ccc(N3CCC(NCCc4cnccn4)CC3)cc2)CC1	0.3
Cc1ccc(C(=O)COC(=O)C2c3ccccc3Oc3ccccc32)cc1C	2.8
CCc1cc(I)ccc1NC(=O)c1cccc(F)c1	-7.0
COc1ccc(N2C(=O)NC(=O)C2CC(=O)O)cc1 (stereo not given)	-11.7
CC(C)(C)N1CSC(COc2cccc3ccccc23)C1 (stereo not given)	7.3
CCOC(=O)C1=C(C)N=C(C)C(C(=O)OCC)C1c1ccccc1C(F)(F)F (stereo not given)	9.2
O=c1[nH]n(-c2ccc(F)cc2)c(O)c1C=C1C=Nc2ccccc21	6.8
CC(=O)N1CCC(N(Cc2ccc(C)o2)C(=O)Nc2ccc(C)cc2)CC1	3.7
CCOC(=O)CN(C)C(=O)CCc1nnc(Cc2cccc(C(F)(F)F)c2)o1	9.2
Cc1ccc(CN2C(=O)N(c3ccc(F)cc3)C(=O)C2CC(=O)Nc2ccc(Cl)cc2)cc1 (stereo not given)	0.9
CS(=O)(=O)Nc1ccc(F)c([N+](=O)[O-])c1	-10.5
Cc1c(Cl)cccc1NC(=O)CC(=O)Nc1cccc(Cl)c1C	-2.1
Cc1cc(C)n(C(=O)c2ccc(C)o2)n1	-1.7
CCN1C(=O)/C(=C\c2ccc(Br)cc2)NC1=S	4.0
Cc1c(C(=O)N(Cc2ccco2)Cc2ccccc2Cl)oc2ccc(F)cc12	4.7
CC1(C)CC(=O)c2c(oc3c(Cl)cc(NS(=O)(=O)c4ccc(Cl)cc4)cc23)C1	-0.2
CC(=O)c1cccc(NC(=O)CSc2nnc3ccc(-c4ccc(Cl)cc4)nn23)c1	1.2
CC(C)C(NS(=O)(=O)c1cccc(S(=O)(=O)c2ccccc2)c1)C(=O)O (stereo not given)	3.4
CCOc1ccccc1C(=O)Nc1cccc(Cl)c1	-2.8
Cc1ccoc1C(=O)NC1CC(C)(C)NC(C)(C)C1	1.0
CC(C)c1nc2cc(C(=O)N3CCCCC3CCN3CCOCC3)ccc2o1 (stereo not given)	-1.3
CCCCOC(=O)c1ccc(N2C(=O)CC(NCCc3ccc(OC)cc3)C2=O)cc1 (stereo not given)	-0.9
CCCCNC(=O)CCSc1ccc(C)cc1	-6.2
CC(C)c1ccc(S(=O)(=O)Nc2cc3sc(=O)oc3c3ccccc23)cc1	7.9
Cc1cccc2sc(N(Cc3cccnc3)C(=O)C3COc4ccccc4O3)nc12 (stereo not given)	7.6

# An excerpt from above in order of length of the SMILES, rising.
Compound	ROC1-CUL1 inh
Cc1ccoc1C(=O)NC1CC(C)(C)NC(C)(C)C1	1.0
O=C(c1cscn1)N1CCC(n2cc(Cc3ccccc3)nn2)CC1	-1.3
CC(C)c1nc2cc(C(=O)N3CCCCC3CCN3CCOCC3)ccc2o1 (stereo not given)	-1.3
OC(Nc1nc(-c2ccccc2)c(-c2ccccc2)s1)C(Cl)(Cl)Cl (stereo not given)	-4.3
CCCCOC(=O)c1ccc(N2C(=O)CC(NCCc3ccc(OC)cc3)C2=O)cc1 (stereo not given)	-0.9
CC(C)C(NS(=O)(=O)c1cccc(S(=O)(=O)c2ccccc2)c1)C(=O)O (stereo not given)	3.4
CC(C)c1nn2c(=O)cc(COC(=O)c3cccc(NC(=O)COc4ccc(F)cc4)c3)nc2s1	-10.4

# Carrying on.
Compound	ROC1-CUL1 inh
Cc1nc2ccc(I)cc2c(=O)n1-c1ccc2nsnc2c1	9.9
COc1ccc(N2CCN(c3nc(N4CCCC4)nc(N4CCCC4)n3)CC2)cc1	4.5
CSc1cccc(CNC(C)c2cnn(-c3ccccc3)c2C)c1 (stereo not given)	2.4
O=C(C1CC=CCC1)N1CCc2[nH]nc(-c3ccc(C(F)(F)F)cc3)c2C1 (stereo not given)	10.0
Cc1ccc(-n2ncc(C(=O)NCCc3ccccc3)c2C2CCN(C(=O)OC(C)(C)C)CC2)c(C)c1	8.4
C=CCOC(=O)c1cc2ccccc2oc1=O	-0.9
CCN1C(=O)C(C(=O)NNC(=O)c2ccccc2[N+](=O)[O-])C(=O)c2ccccc21 (stereo not given)	-5.3
CC(C)Sc1nncc(-c2cnnc(SC(C)C)n2)n1	6.5
COc1cccc(CC(C2CCN(C(=O)c3cccc(C)c3C)CC2)N(C)C(=O)c2ccn(C)n2)c1 (stereo not given)	10.1
O=C(N=c1sc(-c2ccccc2)c(-c2ccccc2)n1CCO)c1ccccc1	-3.2
O=C(NC(C1CC1)C1CC1)c1coc(COc2ccc3c(c2)OCO3)n1	-3.4
CC1=NC(=Nc2ccccc2Br)SC1C (stereo not given)	3.8
COc1cccc(-c2nnc3n(Cc4ccc(F)cc4)c(=O)c4ccccc4n23)c1	-16.2
CCN1C=CC2=C(C#N)C(N)C(C#N)(C#N)C(c3cccs3)[C@H]2C1 (stereo not given in full)	4.4
Cc1ccc(CNC(=O)CSc2nc3n[nH]c(C)c3c(=N)n2-c2cccc(C)c2)cc1	-2.8
CCC1CN(CCNC(=O)CCCc2ccccc2)Cc2cc(OC)ccc2O1 (stereo not given)	4.1
CC(=O)C1=CSC(=C2SC=CS2)S1	-2.4
CCCCn1c(SCC(=O)c2ccccc2)nc2sc3c(c2c1=O)CCCCC3	4.4
Nc1c(C(=O)N2c3ccccc3Sc3ccc(C(F)(F)F)cc32)sc2nc3c(cc12)CCCCCC3	-3.8
CC(=O)Nc1ccc(S(=O)(=O)N2CCC(n3c(C(F)(F)F)nc4cccnc43)CC2)cc1	2.7
CC(C)=C1C2CCC1C(C(=O)Nc1sc(C)c(-c3ccc(C(C)C)cc3)c1C(N)=O)C2C(=O)O (stereo not given)	2.0
